miR-122 sensor: miR-122 Renilla sensor signal increase in Huh7, primary screen, miR-122 inhibitor project, cell-based, single point, plate reader; Huh7 miR-122 Renilla luciferase sensor, 48 h; neutral wells = 0, positive control = 100; activation (reporter increase), % at 12.5 µM; 0.3% of 340,000 active; AID 602342, 2012;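 active = mean replicate activation score at least 90 and every replicate individually at or above 90; inconclusive = only one of the two criteria met; inactive = neither criterion met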;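 note: higher luciferase means less miR-122 activity so hits act as miR-122 inhibitors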
CFTR F508del cor: F508del CFTR correction, initial screen, CFBE line, single point. activity (quench increase), % at 7.58 µM. AID 720511, 2013. 0.36% of 350,000 active. CFBE cells, YFP halide quenching; stimulated with forskolin plus potentiator P3; % fluorescence drop versus neutral controls;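 active = mean added fluorescence quench of at least 8% versus neutral control, with both replicates also reaching 8%; inconclusive = only one of the mean or replicate conditions met; inactive = mean below 8% and not both replicates reaching 8%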;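 note: cells transiently co-express mutant CFTR-F508del with the halide-sensitive YFP; corrector assay measuring rescue of mutant channel to the surface after 24 h compound exposure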
Casp6 inh: human caspase-6 inhibitors, primary screen, biochemical, VEID-R110 fluorescence, single point, set 2. P55212. purified caspase-6, Z-VEID-R110 cleavage fluorescence. inhibition, % at 12.5 µM. 0.53% of 350,000 active. AID 686996, 2013;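 active = mean inhibition across replicates at least about 35%, with every replicate also reaching that limit, limit read from the data; inconclusive = only one of the two criteria met; inactive = neither criterion met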;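 note: 0% = median of neutral control wells and 100% = no fluorescence left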
DENV2 CPE: inhibitors of DENV2 cytopathic effect, primary screen, cell-based, plate reader, single concentration; DENV2-infected cells, cytopathic effect rescue; CPE inhibition, % at 9.99 µM; 1.7% of 350,000 active; AID 651640, 2012; in the data active = CPE inhibition above about 20%, passing the limit was not always enough; inconclusive = no clear call, values can overlap the other calls; tested in BHK-21 cells;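 note: 0% = median of neutral control wells and 100% = median of positive control wells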
ERp5 block: inhibitors of ERp5-driven insulin aggregation, primary screen, biochemical, turbidity, absorbance 650 nm, single point; Protein disulfide-isomerase A6 (Homo sapiens), Q15084; 90 min; inhibition, % at 9.99 µM; 0.05% of 350,000 active; AID 651711, 2012;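 active = mean replicate inhibition above about 25%, with every replicate also reaching it, limit read from the data, passing the limit was not always enough; inconclusive = only one of those two criteria met; inactive = neither criterion met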
ERAP1 HTS inh: human ERAP1 aminopeptidase inhibitors, primary screen, biochemical, single point, plate reader. 0.15% of 340,000 active. recombinant ERAP1, Leu-AMC fluorescence, 60 min. inhibition, % at 10.7 µM;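 active = mean replicate inhibition of at least 30%, or all replicates individually reaching that 30% level; inactive = mean below 30% and not every replicate reaching it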;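 note: 0% = neutral control wells and 100% = L-leucinethiol positive control wells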
Target sequence (Q9NZ08 whole entry, looked up): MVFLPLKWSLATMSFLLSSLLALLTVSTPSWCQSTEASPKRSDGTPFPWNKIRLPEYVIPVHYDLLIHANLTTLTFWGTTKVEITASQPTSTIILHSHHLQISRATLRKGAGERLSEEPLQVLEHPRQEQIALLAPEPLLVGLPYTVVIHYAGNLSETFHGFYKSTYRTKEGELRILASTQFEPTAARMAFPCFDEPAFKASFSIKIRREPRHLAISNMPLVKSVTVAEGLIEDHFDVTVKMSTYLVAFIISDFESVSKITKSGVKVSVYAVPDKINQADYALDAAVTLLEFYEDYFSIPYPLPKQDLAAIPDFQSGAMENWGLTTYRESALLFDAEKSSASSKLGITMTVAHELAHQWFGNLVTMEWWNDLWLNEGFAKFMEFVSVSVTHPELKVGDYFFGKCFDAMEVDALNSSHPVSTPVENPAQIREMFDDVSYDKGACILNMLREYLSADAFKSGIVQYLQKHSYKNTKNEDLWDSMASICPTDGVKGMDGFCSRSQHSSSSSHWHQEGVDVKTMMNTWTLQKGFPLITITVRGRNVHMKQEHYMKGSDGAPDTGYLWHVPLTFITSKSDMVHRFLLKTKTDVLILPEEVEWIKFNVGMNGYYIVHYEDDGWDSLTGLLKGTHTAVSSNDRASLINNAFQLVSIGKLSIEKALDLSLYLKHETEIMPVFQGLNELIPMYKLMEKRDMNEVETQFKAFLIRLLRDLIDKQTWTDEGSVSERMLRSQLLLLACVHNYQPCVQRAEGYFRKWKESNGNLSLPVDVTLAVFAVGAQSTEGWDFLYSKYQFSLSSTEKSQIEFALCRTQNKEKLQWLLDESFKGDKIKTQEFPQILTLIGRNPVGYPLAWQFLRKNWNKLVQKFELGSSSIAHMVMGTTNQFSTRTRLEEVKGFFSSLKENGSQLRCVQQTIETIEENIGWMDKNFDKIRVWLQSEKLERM
SIRT5 block: SIRT5 desuccinylase inhibitors, primary screen, biochemical, fluorescence imaging, single point, set 5; NAD-dependent protein deacylase sirtuin-5, mitochondrial (Homo sapiens), Q9NXA8; 1.1% of 330,000 active; AID 652115, 2013; Purified SirT5, succinyl-peptide AMC, trypsin-coupled fluorescence; inhibition, % at 15 µM; in the data active = inhibition above about 15%; inconclusive = no clear call, values can overlap the other calls
An asterisk follows results filed as active; & = joins results of further samples; [ ] = another dose, or the depositor's remark.

C[C@@H]1CN([C@@H](C)CO)C(=O)c2cc(N(C)C)ccc2O[C@@H](C)CCCCO[C@@H]1CN(C)C(=O)C1CCCCC1 was read as miR-122 sensor -1[16.7 µM], CFTR F508del cor -2.6, Casp6 inh -2, DENV2 CPE inconclusive, ERp5 block -2, ERAP1 HTS inh 5 and SIRT5 block -1.
Screening COc1cccc(C(O)c2nc(-c3ccccc3C)cs2)c1 (stereo not drawn) returned miR-122 sensor -2, CFTR F508del cor -2.4, Casp6 inh -2, DENV2 CPE 5, ERp5 block 1 and ERAP1 HTS inh 5.
`Cc1ccc(C)c(OCCCNCc2ccccc2)c1` gave miR-122 sensor -1, CFTR F508del cor -0.1, Casp6 inh -6, DENV2 CPE 0, ERp5 block 3, ERAP1 HTS inh 0 and SIRT5 block 0.
Screening C[C@@H]1CCCCO[C@@H](CN(C)C(=O)Nc2ccc(F)cc2)[C@@H](C)CN([C@H](C)CO)C(=O)c2cc(NS(C)(=O)=O)ccc2O1 returned miR-122 sensor 4[16.7 µM], CFTR F508del cor -0.9, Casp6 inh 3, DENV2 CPE 4, ERp5 block -2, ERAP1 HTS inh 0 and SIRT5 block 0.
`Fc1ccc(CNC(=S)Nc2ccccc2F)cc1` gave miR-122 sensor 17, CFTR F508del cor -4.9, Casp6 inh 0, DENV2 CPE 0, ERp5 block 3, ERAP1 HTS inh 0 and SIRT5 block 1.
For CN(C)c1cccc(C(=O)OCC(=O)Nc2ccccc2Sc2ccccc2)c1 the results were miR-122 sensor 3, CFTR F508del cor 2.0, Casp6 inh -2, DENV2 CPE 4, ERp5 block 1, ERAP1 HTS inh 2 and SIRT5 block -1.
Cc1cc(C(=O)N/N=C/c2ccc([N+](=O)[O-])s2)n[nH]1 was read as miR-122 sensor -3, CFTR F508del cor 0.0, Casp6 inh 3, DENV2 CPE -17, ERp5 block 4, ERAP1 HTS inh 1 and SIRT5 block -3.
`CCN1CCN(CCCN(Cc2ccco2)C(=S)Nc2ccc(Cl)c(C)c2)CC1` gave CFTR F508del cor 3.3, Casp6 inh -11, DENV2 CPE 9, ERp5 block -6, ERAP1 HTS inh 5 and SIRT5 block -4.
`Cc1ccnc(NS(=O)(=O)c2cccc([N+](=O)[O-])c2)c1` gave miR-122 sensor 48, CFTR F508del cor 1.7, Casp6 inh -6, DENV2 CPE 2, ERp5 block -5, ERAP1 HTS inh 2 and SIRT5 block 14.
`COc1ccc(NC(=O)Nc2ccc3c(c2)C(=O)N([C@H](C)CO)C[C@H](C)[C@@H](CN(C)Cc2ccc4c(c2)OCO4)OCCCC[C@@H](C)O3)cc1` gave miR-122 sensor -1[16.7 µM], CFTR F508del cor -3.9, Casp6 inh 0, DENV2 CPE -1, ERp5 block 0, ERAP1 HTS inh 3 and SIRT5 block 1.
For Cc1cc(Nc2ncc(Cl)cc2Cl)n(-c2ccccc2)n1 the results were CFTR F508del cor -0.7, Casp6 inh -3, DENV2 CPE -17, ERp5 block 0, ERAP1 HTS inh 0 and SIRT5 block 2.
`O=C(CCc1nnc(CCC2CCCCC2)o1)NCCn1cccn1` gave CFTR F508del cor 2.3, Casp6 inh 0, ERp5 block 0, ERAP1 HTS inh -3 and SIRT5 block 0.
`Cc1cc(/C=C(\C#N)C(=O)NCc2cccs2)c(C)n1-c1ccc([N+](=O)[O-])cc1` gave miR-122 sensor 8, CFTR F508del cor 0.4, Casp6 inh -3, DENV2 CPE -8, ERp5 block 0, ERAP1 HTS inh -3 and SIRT5 block -3.
`O=C(Nc1ccccc1)Nc1ncc([N+](=O)[O-])s1` gave miR-122 sensor -12, CFTR F508del cor -0.8, Casp6 inh 7, DENV2 CPE 5, ERp5 block 1, ERAP1 HTS inh -3 and SIRT5 block 8.
Screening C=C(c1ccccc1Cl)[n+]1ccccc1 returned miR-122 sensor 2, CFTR F508del cor -0.1, Casp6 inh -3, DENV2 CPE -2, ERp5 block 4, ERAP1 HTS inh -3 and SIRT5 block 1.

Three structures from above, arranged by SMILES length, largest number first:
Cc1cc(C(=O)N/N=C/c2ccc([N+](=O)[O-])s2)n[nH]1 was read as miR-122 sensor -3, CFTR F508del cor 0.0, Casp6 inh 3, DENV2 CPE -17, ERp5 block 4, ERAP1 HTS inh 1 and SIRT5 block -3.
For Cc1cc(Nc2ncc(Cl)cc2Cl)n(-c2ccccc2)n1 the results were CFTR F508del cor -0.7, Casp6 inh -3, DENV2 CPE -17, ERp5 block 0, ERAP1 HTS inh 0 and SIRT5 block 2.
Screening COc1cccc(C(O)c2nc(-c3ccccc3C)cs2)c1 (stereo not drawn) returned miR-122 sensor -2, CFTR F508del cor -2.4, Casp6 inh -2, DENV2 CPE 5, ERp5 block 1 and ERAP1 HTS inh 5.

Next part:
O=C(C(=O)N1CCCC1)c1c(-c2ccccc2)[nH]c2ccccc12 was read as miR-122 sensor -1, CFTR F508del cor 1.4, Casp6 inh 1, DENV2 CPE -2, ERp5 block -1, ERAP1 HTS inh -4 and SIRT5 block -1.
`C#CCNC(=O)C1=C[C@@H](c2ccc3c(c2)OCO3)[C@H](CCCO)[C@@H](OCC)O1` gave miR-122 sensor -5, CFTR F508del cor -1.2&2.5, Casp6 inh -1&7, DENV2 CPE 3&-3, ERp5 block 0&-2, ERAP1 HTS inh -1&2 and SIRT5 block 4&-2.
For O=C(Nc1ccccc1Br)C1CCCN1S(=O)(=O)c1cccc2nsnc12 (stereo not drawn) the results were CFTR F508del cor 2.3, Casp6 inh -5, DENV2 CPE -7, ERp5 block 2, ERAP1 HTS inh 0 and SIRT5 block 3.
Screening COc1ccc(C2(CNC(=O)c3ccccc3)CCCC2)cc1OC returned CFTR F508del cor -0.6, Casp6 inh 2, DENV2 CPE -3, ERp5 block -2, ERAP1 HTS inh 1 and SIRT5 block 3.
O=[N+]([O-])c1ccc(-c2cn3c(n2)SCC3)cc1 was read as miR-122 sensor -13, CFTR F508del cor -33, Casp6 inh 7, DENV2 CPE -3, ERp5 block -2, ERAP1 HTS inh -3 and SIRT5 block 2.
Cc1nc2cc(N=NC3=C(O)CCCC3=O)ccc2s1 was read as Casp6 inh 3, DENV2 CPE -2, ERp5 block -2, ERAP1 HTS inh 16 and SIRT5 block 3.
C[C@@H]1CN(S(=O)(=O)C(C)(C)C)[C@@H](CCO)/C1=C\c1ccccc1 was read as miR-122 sensor -6, CFTR F508del cor 0.1, Casp6 inh 0, DENV2 CPE -7, ERp5 block -1, ERAP1 HTS inh -1 and SIRT5 block 15.
For C[C@H](CO)N1C[C@H](C)[C@H](CN(C)C(=O)NC2CCCCC2)OCc2cnnn2CCCC1=O the results were miR-122 sensor 2&-6[16.7 µM], CFTR F508del cor -0.3&-0.3&0.3, Casp6 inh 0&-2&-2, DENV2 CPE -1&-6&0, ERp5 block -1&2&3, ERAP1 HTS inh -1&0 and SIRT5 block -4&2&-5.
`O=S(=O)(Nc1ccncc1)c1cc(Cl)c(Cl)cc1Cl` gave miR-122 sensor 6, CFTR F508del cor 0.9, Casp6 inh -1, DENV2 CPE 6, ERp5 block 1, ERAP1 HTS inh -3 and SIRT5 block 0.
`O=C(NC1CCCCC1)C(c1c(F)cccc1Cl)N(C(=O)c1csnn1)C1CC1` (stereo not drawn) gave CFTR F508del cor -1.2, DENV2 CPE 9, ERp5 block 7, ERAP1 HTS inh -1 and SIRT5 block -2.
Screening C[C@H](CO)N1C[C@H](C)[C@@H](CN(C)S(C)(=O)=O)OCCCC[C@H](C)Oc2ccc(NC(=O)Nc3ccc4c(c3)OCO4)cc2C1=O returned miR-122 sensor 10[16.7 µM], CFTR F508del cor -3.7, Casp6 inh 0, DENV2 CPE -2, ERp5 block -1, ERAP1 HTS inh -3 and SIRT5 block 0.
For CNC[C@H]1Oc2ccc(NC(=O)c3ccncc3)cc2C(=O)N([C@H](C)CO)C[C@@H]1C the results were miR-122 sensor -1[16.7 µM], CFTR F508del cor 3.5, Casp6 inh -3, DENV2 CPE -9, ERp5 block 9, ERAP1 HTS inh 4 and SIRT5 block -3.
For Cc1cc(C(=O)N(C)CC(=O)Nc2ccc(Cl)c(C(F)(F)F)c2)no1 the results were miR-122 sensor -8, CFTR F508del cor 1.0, Casp6 inh -3, DENV2 CPE -5, ERp5 block -1, ERAP1 HTS inh 4 and SIRT5 block 2.
For Cc1ccccc1-c1nnc(CN2CCC(C)CC2)o1 the results were miR-122 sensor -6, CFTR F508del cor -0.7, Casp6 inh 2, DENV2 CPE 10, ERp5 block 2, ERAP1 HTS inh -5 and SIRT5 block -3.
Screening COc1ccc(C(C)=O)cc1COC(=O)[C@H](Cc1ccccc1)NC(=O)c1ccco1 returned miR-122 sensor 6, CFTR F508del cor 1.3, Casp6 inh -1, DENV2 CPE 13, ERp5 block -8, ERAP1 HTS inh -3 and SIRT5 block -1.
`COCC(=O)N(C)C[C@H]1Oc2ncc(-c3ccccc3F)cc2C(=O)N([C@@H](C)CO)C[C@H]1C` gave CFTR F508del cor -2.7, Casp6 inh -4, ERp5 block -6, ERAP1 HTS inh 2 and SIRT5 block -14.
CN(C)c1ccc(/C=C/C(=O)c2ccc3c(c2)OCO3)cc1 was read as miR-122 sensor -1, CFTR F508del cor 3.5, Casp6 inh 0, DENV2 CPE -8, ERp5 block 3, ERAP1 HTS inh 4 and SIRT5 block 0.
`Cc1ccccc1NC(=O)COC(=O)c1ccccc1SCC(=O)N1CCCC1` gave CFTR F508del cor 0.2, Casp6 inh -1, DENV2 CPE 17, ERp5 block 5, ERAP1 HTS inh -4 and SIRT5 block -3.
CC1CCN(S(=O)(=O)c2ccc3c(c2)oc(=O)n3CC(=O)N2c3ccccc3CC2C)CC1 (stereo not drawn) was read as miR-122 sensor 6, CFTR F508del cor 0.5, Casp6 inh 3, DENV2 CPE 6 and ERp5 block 1.
COc1cc2c(cc1N)-c1ccc(N)cc1C2 was read as CFTR F508del cor -0.5, Casp6 inh 4, DENV2 CPE 10, ERp5 block -1 and ERAP1 HTS inh 2.
Screening COc1ccc(CNC(=O)C2CC(O)CN2C(=O)Nc2ccccc2)cc1 (stereo not drawn) returned miR-122 sensor 2, CFTR F508del cor 1.8, Casp6 inh -1, DENV2 CPE -3, ERp5 block 3, ERAP1 HTS inh 0 and SIRT5 block -5.
`CN(Cc1nccn1C)C(=O)c1cc(COc2ccc3ncccc3c2)on1` gave CFTR F508del cor -4.5, Casp6 inh -2, DENV2 CPE -4, ERp5 block 2, ERAP1 HTS inh -2 and SIRT5 block -3.
CCOc1ccccc1OCC(=O)Nc1cc(C)on1 was read as CFTR F508del cor 0.5, Casp6 inh 5, DENV2 CPE -2, ERp5 block 2, ERAP1 HTS inh 2 and SIRT5 block -13.
O=C1NN(c2ccccc2)C(=O)/C1=C\c1ccccc1 was read as miR-122 sensor -1, CFTR F508del cor 2.7, Casp6 inh 2, DENV2 CPE 2, ERp5 block 2, ERAP1 HTS inh -3 and SIRT5 block 0.
For CN(c1ccccc1)S(=O)(=O)c1cccc(NC(=O)CCN2C(=O)C3CCCCC3C2=O)c1 (stereo not drawn) the results were miR-122 sensor -5, CFTR F508del cor -0.4, Casp6 inh -3, DENV2 CPE -1, ERp5 block -3, ERAP1 HTS inh -5 and SIRT5 block 3.

Among those listed so far, two have an aryl thioether with sulfur outside any ring.
For CN(C)c1cccc(C(=O)OCC(=O)Nc2ccccc2Sc2ccccc2)c1 the results were miR-122 sensor 3, CFTR F508del cor 2.0, Casp6 inh -2, DENV2 CPE 4, ERp5 block 1, ERAP1 HTS inh 2 and SIRT5 block -1.
`Cc1ccccc1NC(=O)COC(=O)c1ccccc1SCC(=O)N1CCCC1` gave CFTR F508del cor 0.2, Casp6 inh -1, DENV2 CPE 17, ERp5 block 5, ERAP1 HTS inh -4 and SIRT5 block -3.

Screens: PubChem, Broad Institute

Rows are unselected, and some 4% of all compounds hit somewhere here.
